# TNAP act hiacc = TNAP activators at high phosphate acceptor level, primary screen, biochemical, luminescence, uHTS; Alkaline phosphatase, tissue-nonspecific isozyme (Homo sapiens), P05186; purified TNAP, CDP-star luminescence, 1 M DEA, 30 min; stronger effect = higher value; 0 = EDTA background, 1 = DMSO-only activity; activation factor at 20 µM; 200,000 tested, under 10 active;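 active = activation factor at least 2 at 20 µM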
#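 Control set: EDTA negative control, DMSO positive control / Assay system: human TNAP / Quantity: TNAP 1/800 final / Evaluation: TNAP activation factor scaled between EDTA and DMSO control wells / Measured by: luminescent substrate turnover signal / Compound dosing: one dose, 20 µM / Times: 30 min enzyme reaction at room temperature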
# TNAP inh no acc = human TNAP enzyme inhibitors, primary screen, biochemical, luminescent, no phosphate acceptor, uHTS | Alkaline phosphatase, tissue-nonspecific isozyme (Homo sapiens), P05186 | purified TNAP, CDP-star luminescence, 30 min | inhibition, % at 20 µM | 200,000 tested, 0.26% active | AID 1012, 2008;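 active = tissue-nonspecific alkaline phosphatase inhibition above about 50% at 20 µM in the single-dose screen, limit read from the data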;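 note: 0% = DMSO negative control and 100% = EDTA positive control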
# PMI act satM6P = human PMI activators, high substrate, primary screen, biochemical, fluorescence intensity, near-saturating mannose 6-phosphate. coupled PMI enzyme assay, resazurin fluorescence, 20 min; stronger effect = higher value; 1 = untreated enzyme, 0 = substrate-free blank. activation factor at 20 µM. Mannose-6-phosphate isomerase (Homo sapiens), P34949. 190,000 tested, 0.34% active;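 active = activation factor of 2 or more at 20 µM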
# Target sequence (P34949 whole entry, looked up): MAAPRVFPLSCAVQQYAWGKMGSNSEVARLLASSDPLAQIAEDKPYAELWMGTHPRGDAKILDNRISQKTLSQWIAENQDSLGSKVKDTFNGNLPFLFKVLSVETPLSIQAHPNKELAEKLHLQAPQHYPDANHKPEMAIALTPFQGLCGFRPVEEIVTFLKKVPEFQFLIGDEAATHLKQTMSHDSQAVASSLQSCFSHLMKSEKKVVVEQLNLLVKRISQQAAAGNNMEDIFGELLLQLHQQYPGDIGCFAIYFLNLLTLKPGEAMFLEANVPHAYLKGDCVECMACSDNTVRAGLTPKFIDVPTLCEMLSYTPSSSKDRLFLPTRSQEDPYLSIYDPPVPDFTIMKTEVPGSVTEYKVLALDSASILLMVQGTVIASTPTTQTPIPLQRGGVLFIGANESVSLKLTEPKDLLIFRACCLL
#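 Material: human phosphomannose isomerase with PGI, G6PDH, diaphorase coupling enzymes; amount: PMI at 15 ng/mL final; also added: Mannose-6-phosphate 1.0 mM (near-saturating) plus 0.22 mM NADP+; incubation: enzyme reaction with compound 20 min at room temperature; signal: resorufin fluorescence (Ex 544/Em 590 nm) from resazurin via diaphorase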
# TNAP inh hiacc = human TNAP enzyme inhibitors, primary screen, biochemical, luminescent, high phosphate acceptor level, uHTS; AID 1135, 2008; purified TNAP, CDP-star luminescence, 1 M DEA; 200,000 tested, 0.03% active; inhibition, % at 20 µM;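 active = over 50% inhibition of tissue-nonspecific alkaline phosphatase at 20 µM in the single-dose screen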;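 note: plate controls were DMSO wells for no effect and EDTA-quenched wells as full inhibition for full effect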
# Diaph inh CS = diaphorase inhibitors and chemical oxidizers, primary screen, counter-screen for diaphorase-coupled primary assays, biochemical, uHTS, resorufin fluorescence; diaphorase resazurin-to-resorufin fluorescence, NADH, 16 min; bacterial (C. kluyveri) enzyme, not human; 190,000 tested, 0.69% active; inhibition, % at 20 µM;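 active = primary screen inhibition at 20 µM above a set limit, cut at about 50% in these data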;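 note: plate controls were DMSO with full reaction for no effect and wells lacking NADH for full effect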
#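 Assay system: diaphorase enzyme from Clostridium kluyveri; Input: enzyme working solution with 0.14 U/mL diaphorase; Timing: 16 min at room temperature; Technique: resorufin fluorescence, excitation 544 nm, emission 590 nm; Benchmarks: positive control minus NADH, DMSO neutral control.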
# Efa HMGR inh = inhibitors of E. faecalis class II HMGR, primary screen, biochemical, Enterococcus faecalis | purified E. faecalis HMGR, NADPH absorbance 340 nm kinetic | inhibition, % at 10 µM | 190,000 tested, 0.41% active | AID 1066, 2008;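 active = inhibition above a set limit, the median over all tested compounds plus 3 SD, cut at about 9.5% in these data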;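 note: enzyme runs in reverse so mevalonate oxidation gives rising NADPH absorbance; 0% = complete reaction with DMSO and 100% = background rate lacking mevalonate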
# G6PDH CS = L. mesenteroides G6PDH inhibitors, counter-screen for G6PDH-coupled screening assays, biochemical, Leuconostoc mesenteroides enzyme; glucose-6-phosphate dehydrogenase [Leuconostoc mesenteroides]; Purified L. mesenteroides G6PDH, diaphorase/resazurin coupled fluorescence, 45 min; inhibition, % at 5 µM; 200,000 tested, 0.12% active; in the data active = inhibition above about 50%
# PMI act = activators of human PMI, primary screen, biochemical, fluorescence intensity, near-Km mannose 6-phosphate; Mannose-6-phosphate isomerase (Homo sapiens), P34949; purified human PMI, coupled resazurin fluorescence, 20 min; stronger effect = higher value; 1 = vehicle control, 0 substrate-free wells; activation factor at 20 µM; 190,000 tested, 0.005% active;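 active = activation factor of 2 or more at 20 µM, relative to plate controls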
# Diaphorase act = compounds boosting diaphorase resazurin reduction – biochemical, uHTS, resorufin fluorescence, counter-screen for diaphorase-coupled primary assays, primary screen; Diaphorase/resazurin coupled assay, 16 min; stronger effect = higher value; 1 = vehicle wells, 0 = NADH-free wells; activation factor at 20 µM; 190,000 tested, 0.005% active;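 active = diaphorase activity raised at least twofold by the compound at 20 µM; inactive = activation factor below 2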
#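 Material: Purified diaphorase enzyme from Clostridium kluyveri | Buffer or medium: 50 mM HEPES pH 7.4 with 4.542 mM MgCl2, 0.005% Tween 20 | Times: 16 min enzyme reaction, ambient temperature | Signal: Red resorufin fluorescence at 544/590 nm excitation/emission | Measure: Increased resorufin signal from activators or reducing compounds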
# FLuc act counter = FLuc activators, initial screening, artefact control for FLuc-dependent activation tests, biochemical, ATPlite luminescence; ATPlite luciferase biochemical, 10 min; 0 = ATP-free wells, 1 = DMSO control; activation factor at 10 µM; 200,000 tested, under 10 active;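 active = luciferase activation factor, scaled between plate controls, of at least 2 with compound at 10 µM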
# Target sequence (P08659 whole entry, looked up): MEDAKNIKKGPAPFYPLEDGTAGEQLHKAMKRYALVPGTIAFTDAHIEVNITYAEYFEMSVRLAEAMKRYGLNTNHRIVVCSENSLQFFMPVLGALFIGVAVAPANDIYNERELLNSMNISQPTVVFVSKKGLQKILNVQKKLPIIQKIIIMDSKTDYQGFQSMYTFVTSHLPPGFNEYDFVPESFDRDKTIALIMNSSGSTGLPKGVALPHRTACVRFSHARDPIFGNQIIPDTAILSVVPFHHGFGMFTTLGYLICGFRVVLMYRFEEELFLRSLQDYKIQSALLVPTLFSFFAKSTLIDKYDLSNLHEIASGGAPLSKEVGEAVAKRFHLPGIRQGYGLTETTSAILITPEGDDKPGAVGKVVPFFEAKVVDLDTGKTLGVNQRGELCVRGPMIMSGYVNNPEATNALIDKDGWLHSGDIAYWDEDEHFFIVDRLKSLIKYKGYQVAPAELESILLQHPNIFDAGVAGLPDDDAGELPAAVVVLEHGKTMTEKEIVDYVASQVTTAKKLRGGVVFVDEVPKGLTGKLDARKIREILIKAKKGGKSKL
#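 System: cell-free luciferase reagent; medium: PBS as buffer for the ATP substrate; doses: test compounds dosed from 2 mM stocks in 100% DMSO; incubation: 10 min, room temperature; measured by: luminescence from luciferase reaction; read-out: luciferase activation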
# * = called active by the depositor; / = no result given.
SMILES,TNAP act hiacc,TNAP inh no acc,PMI act satM6P,TNAP inh hiacc,Diaph inh CS,Efa HMGR inh,G6PDH CS,PMI act,Diaphorase act,FLuc act counter
C/C(=N\NC(=O)c1cccc(Cl)c1)C1C(=O)c2ccccc2C1=O,0.9,5,1.4,7,0,0,-3,1.4,1,1
CCC(C)NC(=O)CSc1nnc(-c2cc(-c3cccs3)nc3ccccc23)o1 (stereo not drawn),1,-10,0.9,-5,17,-4,-9,0.9,0.8,1
COc1ccc(-c2nsc(SCC(=O)NCC3CCCO3)n2)cc1 (stereo not drawn),1,-2,1,2,14,2,1,1.5,0.9,0.7
Cc1nnc(SCC(=O)N2CCN(C(=O)c3ccco3)CC2)n1-c1ccccc1,1,-8,1,-4,-10,1,2,1.1,1.1,1
Cc1ccc(C)c(NC(=O)CCn2nc(C)cc2C)c1,1.1,-15,1,-6,11,0,6,1,0.9,1.1
COc1ccc(-c2nc(SC)n(C)c(=O)c2C#N)cc1OC,1,-3,0.9,0,5,-1,5,0.9,0.9,1
CCN(CC)S(=O)(=O)c1ccc(C)c(NC(=O)Cn2cnc3cc([N+](=O)[O-])ccc3c2=O)c1,1,-14,0.9,-3,16,1,0,0.9,0.8,1
Cc1ccc(C)c(NC(=O)c2cnn3ccccc23)c1,1,-12,1,-4,11,2,-2,1,0.9,1
CCOC(=O)c1c(-c2cccc3ccccc23)csc1NC(=O)C1C2CCC(O2)C1C(=O)O (stereo not drawn),1,3,0.9,-1,21,-3,4,1,0.8,1
COc1ccc(CC(=O)NC2CCCc3ccccc32)cc1 (stereo not drawn),1.1,-3,0.9,-7,17,-3,-1,0.9,0.8,1.1
C/C(=C\c1ccc(C)o1)C(=O)c1c(C)cc(C)[nH]c1=O,1,-12,0.9,-3,13,-6,2,1.1,0.9,1
CC(=O)Nc1ccc(NC(=O)COC(=O)c2n[nH]c3ccccc23)cc1,1,24,1.1,-3,5,-7,5,1,0.9,1.1
COc1ccc(CCNC(=O)c2cc(S(=O)(=O)N(C)c3ccccc3)ccc2Cl)cc1,1,-14,0.9,4,14,-6,4,1,0.9,1
Fc1ccccc1NC(=S)N(CCCN1CCOCC1)Cc1cccnc1,1,-4,1.1,3,4,-2,2,1,1,1
O=C(CNC(=O)c1ccccc1)OC(C(=O)Nc1cc(C(F)(F)F)ccc1Cl)c1ccccc1 (stereo not drawn),1,-5,0.8,-2,22,1,-1,0.8,0.8,1
CC(=O)Cc1nsc(NC(=O)c2cc(-c3ccc(Cl)c(Cl)c3)oc2C)n1,1,-6,1.1,-4,-11,-2,4,1,1.1,1
Cc1cccc2sc(NC(=O)C3CCN(S(=O)(=O)c4cc([N+](=O)[O-])ccc4Cl)CC3)nc12,1,-3,1.2,5,37,1,-46,1,0.6,1
COc1ccc(NS(=O)(=O)c2cccc(C(=O)N/N=C(\C)c3ccc(-n4ccnc4)cc3)c2)cc1,1.1,0,1.4,-5,3,1,1,1,1,1
CCn1nc(C)c(CNC(=O)CCc2nnc(-c3ccc(C(C)=O)s3)o2)c1C,1,-1,1,-1,2,-7,3,0.9,1,1
Cn1nc(OC(=O)Nc2ccccc2)cc1C(F)(F)F,1,-9,0.9,-3,8,-3,2,0.9,0.9,0.9
COc1ccccc1N1CCN(C(=O)Cn2nc3n(C)c4ccccc4n3c(=O)c2=O)CC1,1,-14,/,-4,/,-4,11,/,/,1
CC(=O)OC(C(=O)N1CCN(c2ccccc2F)CC1)c1ccccc1 (stereo not drawn),1.1,-15,1,-7,6,-3,16,1.1,0.9,1.1
COC(=O)c1sc2ncccc2c1OCc1cccc(Cl)c1,1,-5,0.9,-4,24,1,-4,0.8,0.8,1
Cc1ccc(NS(=O)(=O)c2cccc(C(=O)N3CCOCC3)c2)cc1,1,2,0.9,-1,19,4,5,1,0.8,1

# For reference, some entries already given.
SMILES,TNAP act hiacc,TNAP inh no acc,PMI act satM6P,TNAP inh hiacc,Diaph inh CS,Efa HMGR inh,G6PDH CS,PMI act,Diaphorase act,FLuc act counter
C/C(=C\c1ccc(C)o1)C(=O)c1c(C)cc(C)[nH]c1=O,1,-12,0.9,-3,13,-6,2,1.1,0.9,1
CC(=O)Nc1ccc(NC(=O)COC(=O)c2n[nH]c3ccccc23)cc1,1,24,1.1,-3,5,-7,5,1,0.9,1.1
COc1ccc(CCNC(=O)c2cc(S(=O)(=O)N(C)c3ccccc3)ccc2Cl)cc1,1,-14,0.9,4,14,-6,4,1,0.9,1
Fc1ccccc1NC(=S)N(CCCN1CCOCC1)Cc1cccnc1,1,-4,1.1,3,4,-2,2,1,1,1
O=C(CNC(=O)c1ccccc1)OC(C(=O)Nc1cc(C(F)(F)F)ccc1Cl)c1ccccc1 (stereo not drawn),1,-5,0.8,-2,22,1,-1,0.8,0.8,1
CC(=O)Cc1nsc(NC(=O)c2cc(-c3ccc(Cl)c(Cl)c3)oc2C)n1,1,-6,1.1,-4,-11,-2,4,1,1.1,1
Cc1cccc2sc(NC(=O)C3CCN(S(=O)(=O)c4cc([N+](=O)[O-])ccc4Cl)CC3)nc12,1,-3,1.2,5,37,1,-46,1,0.6,1
COc1ccc(NS(=O)(=O)c2cccc(C(=O)N/N=C(\C)c3ccc(-n4ccnc4)cc3)c2)cc1,1.1,0,1.4,-5,3,1,1,1,1,1
CCn1nc(C)c(CNC(=O)CCc2nnc(-c3ccc(C(C)=O)s3)o2)c1C,1,-1,1,-1,2,-7,3,0.9,1,1
Cn1nc(OC(=O)Nc2ccccc2)cc1C(F)(F)F,1,-9,0.9,-3,8,-3,2,0.9,0.9,0.9
COc1ccccc1N1CCN(C(=O)Cn2nc3n(C)c4ccccc4n3c(=O)c2=O)CC1,1,-14,/,-4,/,-4,11,/,/,1

# The results go on.
SMILES,TNAP act hiacc,TNAP inh no acc,PMI act satM6P,TNAP inh hiacc,Diaph inh CS,Efa HMGR inh,G6PDH CS,PMI act,Diaphorase act,FLuc act counter
CCOC(=O)c1c(NC(=O)c2ccccc2C)sc2c1CC(C)(C)OC2,1.1,-7,0.9,-6,19,-3,11,0.9,0.8,1
Cc1[nH]c2ccccc2c1CC(=O)O,1,-2,1,2,14,-4,5,0.9,0.9,1
CN(C1CC(C)(C)N(O)C(C)(C)C1)S(=O)(=O)CC12CCC(CC1=O)C2(C)C (stereo not drawn),1.1,-9,1,-6,2,-1,0,1,1,1
CCOC(=O)C1C(=O)NC(N2CCOCC2)=NC1C(C)C (stereo not drawn),1,-7,1.1,-1,-3,2,5,1,1,1
O=C(CN1C(=O)c2ccccc2C1=O)N1CCN(C(=O)c2ccco2)CC1,1,-11,1,1,9,-6,-3,1,0.9,1
CC(=O)c1sc(-c2c(C)nc3sccn23)nc1C1CCCC1,1.1,-18,1,-7,8,/,-2,0.9,0.9,1
CCc1ccc(NC(=O)C(=S)NC2CCCCC2)cc1,1,-14,0.8,0,20,4,10,0.8,0.8,0.9
COc1ccc(C2(C(=O)NCCCN(C)C)CCOCC2)cc1,1,-8,0.9,-2,8,0,-5,0.9,0.9,1.1
O=C(Nc1cccnc1Cl)c1noc2c1CCc1ccccc1-2,1,-12,0.9,-2,10,0,7,1,0.9,0.8
C/C(=N\NC(=O)Nc1ccccc1)c1ccccc1,1,-20,0.9,-1,15,-4,-7,1,0.8,1
COc1cccc(Nc2nc3ccccc3n2C(C)C)c1,1,-2,0.9,-2,15,1,14,0.9,0.9,1
COc1ccc(OC)c(NC(=O)C2=C(C)Nc3ncnn3C2c2cccs2)c1 (stereo not drawn),1,8,1.1,-4,6,0,9,1.1,0.9,1
COc1ccc(CCNC(=O)CN2C(=O)c3ccccc3S2(=O)=O)cc1,1,-3,1.1,2,4,0,4,1,1,1
COc1ccc(S(=O)(=O)N2CCCCCC2)cc1C(=O)OCC(=O)NCC(C)C,1,-6,0.9,2,10,6,6,0.9,0.9,1
FC(F)(F)c1cccc(Cn2cnc(NC(=S)NCCc3ccccc3)n2)c1,1,-3,1.1,-4,0,1,-1,1,1,1.1
COc1ccc(/C=C/C(=O)N2CCN(c3ccccc3)CC2)cc1S(=O)(=O)N1CCOCC1,1.1,-13,1,-5,18,-2,7,0.9,0.8,1.1
O=S(=O)(c1cccc2cccnc12)N1CCc2ccccc21,1,-6,1,-3,14,3,12,1.1,0.9,1
O=C(Cn1c(=O)n(-c2ccc(F)cc2)c(=O)c2sccc21)N1CCCC1,1,-15,1,-3,11,0,2,1,0.9,1
O=C1CC(C(=O)Nc2ccc(Cl)cc2)n2ncnc2N1 (stereo not drawn),1.1,-19,1.1,-6,5,-10,-1,1.1,1,1.1
COc1ccc(CCN=C(N)NS(=O)(=O)c2ccc(F)cc2)cc1,1.1,-7,1,-6,6,0,-1,1,0.9,1.1
CCn1c(-c2csc(-c3ccc(Cl)cc3)n2)n[nH]c1=S,0.9,24,1,6,4,-3,-3,1,1,1.1
